PvdQ acylase: blocks Pseudomonas aeruginosa PvdQ acylase activity; actives 0.063% (n = 340,000); purified PvdQ acylase, fluorescence plate reader; inhibition, % at 10 µM; AID 488965; in the data active = inhibition above about 30%, passing the limit was not always enough;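 note: 0% = vehicle neutral wells and 100% = reference inhibitor wells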
Wnt bcat act: activates Wnt/beta-catenin signaling in a reporter cell assay | activator, plate reader | activation, % at 9.35 µM | actives 1.2% (n = 300,000); in the data active = activation above about 30%, passing the limit was not always enough;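 note: 0% = neutral control wells and 100% = positive control wells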
HTR5A ag ctr: HTR5A agonism, opioid heterodimer counter-screen. P47898. HTR5A agonist assay, luminescence, cell-based. actives 0.61% (n = 340,000). activation, % at 9.3 µM; in the data active = activation mostly above about 9.5%, no sharp cut-off; inactive = mostly below about 7.6%;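 note: 0% = cells with vehicle only and 100% = reference agonist; strong numbers were not always called active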
Target sequence (P47898 whole entry, looked up): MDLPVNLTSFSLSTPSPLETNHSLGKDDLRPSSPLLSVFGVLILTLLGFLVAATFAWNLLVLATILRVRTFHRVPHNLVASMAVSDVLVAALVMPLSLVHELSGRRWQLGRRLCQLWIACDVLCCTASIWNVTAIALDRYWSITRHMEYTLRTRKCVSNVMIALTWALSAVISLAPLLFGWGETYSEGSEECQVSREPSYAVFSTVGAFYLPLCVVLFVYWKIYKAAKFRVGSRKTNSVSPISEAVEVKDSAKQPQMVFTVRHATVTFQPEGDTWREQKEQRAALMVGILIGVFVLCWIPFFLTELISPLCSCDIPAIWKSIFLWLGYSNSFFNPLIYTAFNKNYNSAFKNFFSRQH
MITF TRPM1 HTS: activators of MITF-driven TRPM1 promoter activity in SK-MEL-5 cells | activation, % at 12.5 µM | SK-MEL-5 TRPM1-promoter luciferase, 24 h; % of positive control, neutral wells = 0 | AID 588334 | actives 0.75% (n = 300,000);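 active = mean activation of at least 80% with every replicate also reaching 80%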;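 note: 0% = neutral control wells and 100% = parthenolide positive control wells; values of inactives mirror those of a sister screen read the other way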
CDK5 inh: CDK5/p35 (human) kinase inhibition; Q00535+Q15078; inhibition, % at 10 µM; Recombinant CDK5/p35, ADP-Glo luminescence, 60 min; actives 0.01% (n = 330,000);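 active = highest replicate inhibition of at least 50% and at least 75% of replicates reaching 50%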;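 note: plate controls were DMSO neutral control for no effect and GW8510 at 10 µM for full effect; many of its hits are not listed in these tables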
SR-BI HDL uptake: inhibitors of mouse SR-BI mediated HDL lipid uptake | ldlA[mSR-BI] CHO cells, DiI-HDL uptake fluorescence, 3 h | inhibition, % at 12.5 µM | actives 0.96% (n = 320,000) | AID 488896;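 active = mean replicate inhibition of at least 70% and a set share of replicates each scoring 70 or more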;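 note: 0% = median of neutral control wells and 100% = median of positive control wells; values of inactives mirror those of a sister screen read the other way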
Target sequence (Q61009 whole entry, looked up): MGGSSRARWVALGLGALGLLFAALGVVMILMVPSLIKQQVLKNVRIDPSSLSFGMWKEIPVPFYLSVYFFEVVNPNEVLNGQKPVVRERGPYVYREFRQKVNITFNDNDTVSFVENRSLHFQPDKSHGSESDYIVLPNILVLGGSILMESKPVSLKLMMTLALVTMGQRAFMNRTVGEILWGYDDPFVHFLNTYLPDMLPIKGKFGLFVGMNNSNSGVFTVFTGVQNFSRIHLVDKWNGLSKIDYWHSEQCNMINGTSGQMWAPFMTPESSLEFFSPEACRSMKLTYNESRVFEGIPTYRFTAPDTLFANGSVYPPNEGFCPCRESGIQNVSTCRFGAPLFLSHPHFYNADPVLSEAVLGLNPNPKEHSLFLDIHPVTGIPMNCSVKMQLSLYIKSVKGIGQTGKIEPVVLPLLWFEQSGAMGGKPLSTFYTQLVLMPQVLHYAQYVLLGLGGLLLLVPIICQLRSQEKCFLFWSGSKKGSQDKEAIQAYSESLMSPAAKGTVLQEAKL
NSD2 inh: NSD2 (human) methyltransferase inhibition. O96028. inhibition, % at 12.5 µM. NSD2 peptide methylation, AlphaScreen, 120 min. actives 0.54% (n = 310,000). AID 743445; in the data active = inhibition above about 50%
HTR5A inv ag: inverse agonist of human HTR5A in OPRM1-OPRD1 counter-screen; P47898; HTR5A cell line, luminescence, inverse agonism; inhibition, % at 9.3 µM; actives 0.083% (n = 340,000); AID 504634; in the data active = inhibition mostly above about 23%, no sharp cut-off; inactive = mostly below about 18%;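 note: 0% = cells with DMSO and 100% = no-cell wells with DMSO; some compounds called inactive have numbers as strong as hits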
dFosB activator: enhances mouse delta FosB homodimer DNA binding; P13346; purified delta FosB, TAMRA-CDK5 oligo fluorescence polarization; percent of positive-control signal above neutral wells; activation, % at 25 µM; actives 0.99% (n = 340,000);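 active = mean activation above about 17%, with every replicate also reaching it, limit read from the data, passing the limit was not always enough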;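 note: fluorescence polarization rise as delta FosB binds a TAMRA Cdk5 AP-1 oligo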
V-ATPase pH: yeast V-ATPase proton transport regulation by pHLuorin | S. cerevisiae, pHLuorin cytosolic pH fluorescence | response, % at 10 µM | actives 0.37% (n = 350,000) | AID 504577; in the data active = response mostly above about 7.3%, no sharp cut-off; inactive = mostly below about 5.4%; note: actives read high; inactives centre near 0; some compounds called inactive have numbers as strong as hits; reference of the scale not given here
* marks the source's active call; other numbers are inactive results; . = no result given. Rows were taken by chance, and some 5% of all compounds hit somewhere here.

SMILES | PvdQ acylase | Wnt bcat act | HTR5A ag ctr | MITF TRPM1 HTS | CDK5 inh | SR-BI HDL uptake | NSD2 inh | HTR5A inv ag | dFosB activator | V-ATPase pH
C=CCn1c(SC(C)C(N)=O)nc2sc(CC)cc2c1=O (stereo not drawn) | -1 | 0 | . | -8 | -1.3 | 10 | -3 | . | 1 | 1
CCOCCCNC(=O)C(NC(=O)c1cnccn1)c1ccc(C)cc1 (stereo not drawn) | 2 | -3 | -3 | . | 1.4 | -21 | 1 | 9 | -7 | -4
CC(C)(C)N1CCC1CN (stereo not drawn) | -3 | 3 | -2 | -8 | 0.9 | -6 | -2 | 6 | 1 | -3
CSCCC(NS(=O)(=O)c1ccc2c(c1)oc(=O)n2C)C(=O)NC1CCC(C)CC1 (stereo not drawn) | 6 | 0 | -3 | . | -2.3 | -20 | . | -27 | -4 | -2
CC(=O)N/C(=C\c1ccc(F)cc1)C(=O)N(C)C | 12 | . | 3 | -8 | -1.4 | -17 | -2 | -9 | -11 | -2
CCCCc1ccc(NC(=O)Nc2cccnc2)cc1 | -10 | 12 | 4 | 62 | -0.2 | -19 | -1 | -5 | -13 | 0
CC(=O)c1ccc(NC(=O)/C(=C\c2cccs2)NC(=O)c2ccco2)cc1 | 12 | -1 | -1 | 4 | 0.4 | -13 | -2 | 3 | 1 | -2
O=c1oc2ccc(Br)cc2cc1-c1nc2ccccc2o1 | -7 | -3 | 1 | 7 | -1.4 | -16 | -1 | -11 | -4 | 1
CCC(C)Cn1c(C(C)O)nc2ccccc21 (stereo not drawn) | 10 | 3 | -5 | 0 | 0.3 | -24 | 1 | -21 | 4 | -1
CCOc1cc(C2Nc3ccccc3C(=O)N2c2ccccc2OC)ccc1O (stereo not drawn) | -16 | 15 | -4 | 8 | -0.4 | -14 | -3 | 7 | 3 | 3
Cc1cccc(C)c1OCC(=O)NNC(=O)CCNC(=O)c1ccc(Br)cc1 | -7 | -8 | 7 | -15 | 0.2 | 10 | 0 | 3 | -13 | 3
O=C(O)CC/C(=N/NC(=O)CNC(=O)Cc1ccccc1)c1ccccc1 | -7 | 3 | -9 | -2 | 1.3 | . | . | 9 | -8 | 0
COc1ccccc1P(=O)(Cc1ccccc1)c1ccccc1 (stereo not drawn) | -11 | 0 | -4 | 2 | 0.8 | -4 | 3 | 15 | 5 | 2
CCc1nnc(NC(=O)c2ccc(Br)o2)s1 | -9 | 4 | 0 | 18 | 0.9 | . | 10 | -1 | -16 | 0
O=C(Nc1ccc(N2CCN(C(=O)c3ccccc3)CC2)c(Cl)c1)c1cccnc1 | -14 | . | 2 | -11 | -0.7 | 44 | 0 | -15 | 0 | 4
CCOC(=O)COc1ccc(C(c2c(C)[nH][nH]c2=O)c2c(C)[nH][nH]c2=O)cc1 | -5 | 0 | 0 | 0 | 0.3 | 8 | 47 | -8 | 5 | 3
COc1ccc(S(=O)(=O)N(Cc2ccccc2)c2ccccc2C(=O)O)cc1 | -15 | -2 | 1 | -1 | 0.0 | -10 | -1 | -14 | -1 | 2
COCCn1nnnc1SCC(=O)c1ccc(F)cc1 | -7 | -1 | -2 | 6 | -0.2 | . | -4 | 13 | -8 | 0
Cc1ccc(N=C2CSC(=O)N2)cc1 | -15 | 1 | -2 | -9 | 2.1 | -10 | -3 | -1 | -4 | -1
CS(=O)(=O)Nc1cc2c3c(c1)CCC(=O)N3CCC2 | 0 | 0 | -1 | 5 | 0.2 | 32 | -10 | 3 | -5 | 7

Part of the list above in a different format.
smiles	PvdQ acylase	Wnt bcat act	HTR5A ag ctr	MITF TRPM1 HTS	CDK5 inh	SR-BI HDL uptake	NSD2 inh	HTR5A inv ag	dFosB activator	V-ATPase pH
CS(=O)(=O)Nc1cc2c3c(c1)CCC(=O)N3CCC2	0	0	-1	5	0.2	32	-10	3	-5	7
CC(C)(C)N1CCC1CN (stereo not drawn)	-3	3	-2	-8	0.9	-6	-2	6	1	-3

(listing goes on)
SMILES | PvdQ acylase | Wnt bcat act | HTR5A ag ctr | MITF TRPM1 HTS | CDK5 inh | SR-BI HDL uptake | NSD2 inh | HTR5A inv ag | dFosB activator | V-ATPase pH
Cc1cc(C)cc(NC(=O)c2cc(S(=O)(=O)N3CCCC3)cn2C)c1 | 3 | -4 | 3 | . | -3.4 | 7 | . | -19 | -8 | 4
Cc1nc(N2CCN(c3ccccc3O)CC2)c2c(-c3ccccc3)csc2n1 | -16 | -4 | 7 | -17 | -1.5 | . | 0 | -46 | -18 | -2
CC(=O)OC1(C(C)=O)CCC2C3CC(Cl)C4=CC(=O)CCC4(C)C3CCC21C (stereo not drawn) | 9 | -2 | 0 | 11 | 1.0 | 5 | 3 | -1 | -6 | -4
O=C(NCCN1CCOCC1)c1ccc2c(c1)ncn2C1CCCC1 | -8 | 1 | -2 | . | -0.6 | 1 | . | 6 | -2 | 0
CCOc1ccc(NC(=O)c2cc3cc4ccc(OC)cc4nc3o2)cc1 | -10 | . | 2 | 0 | 0.9 | 7 | -4 | 0 | -3 | -3
Cc1no[n+]([O-])c1COc1cccc(/C=C2\N=C(c3ccccc3)OC2=O)c1 | -2 | . | 4 | -10 | 0.6 | -16 | 0 | 12 | -2 | 3
O=C(CSc1nnc(-c2ccc(F)cc2)o1)c1ccc2c(c1)OCCO2 | 7 | 2 | 3 | 0 | 0.3 | 2 | . | 0 | 4 | -3
Cc1noc(C)c1CSCC(=O)Nc1ccccc1N1CCCC1 | -2 | 1 | 0 | -7 | -1.1 | 5 | 3 | 1 | 5 | 2
COc1ccc(N(C(=O)c2ccncc2)S(=O)(=O)c2ccc(OC)c(OC)c2)cc1 | -6 | -3 | 1 | 8 | 3.7 | -11 | . | -2 | -6 | 1
Cc1c(CN2CCN(C)C(CCO)C2)[nH]c2c(Cl)cccc12 (stereo not drawn) | -13 | 0 | 0 | . | 0.2 | 0 | -1 | 0 | -3 | 1
O=C(CCCN1C(=O)c2ccccc2C1=O)Nc1sc2c(c1C(=O)NCc1ccco1)CCC2 | 6 | . | 2 | -4 | 1.3 | -7 | 1 | -20 | -9 | -2
CN1CCN(NC(=O)c2cc(S(=O)(=O)N3CCOCC3)c(Cl)cc2Cl)CC1 | -8 | . | 4 | 0 | -0.8 | -14 | -3 | -8 | -4 | -3
CCOc1nnc(C)c2c(C)n(-c3cccc(OC)c3)nc12 | -9 | . | -1 | -6 | 0.2 | -7 | -3 | 5 | -24 | 3
O=C(c1ccc(Cl)c(F)c1F)N1CCCC1 | 0 | -2 | 3 | 1 | -1.9 | -12 | -1 | -8 | 2 | -2
COc1cccc(C(=O)Nc2ccc3c(cc2=O)[C@@H](NC(C)=O)CCc2cc(OC)c(OC)c(OC)c2-3)c1 | -19 | . | 52* | -62 | 0.8 | 3 | -2 | -194 | -19 | 1
O=C(O)CCCNC(=O)CC1S/C(=N/N=C/c2ccccc2O)NC1=O (stereo not drawn) | -4 | . | -3 | 0 | -0.5 | 2 | 1 | 8 | -2 | -1
CC1CCCC(C)N1C(=O)C1CC(c2ccc(F)cc2)=NO1 (stereo not drawn) | 2 | -4 | -2 | 39 | 0.2 | 16 | 3 | 19 | 0 | 4
CCC(C)NC(=O)Cc1c(C)c2cc3c(cc2oc1=O)OC(C)(C)CC3 (stereo not drawn) | -14 | 13 | -4 | 63 | -0.3 | 11 | 0 | 16 | -11 | 1
O=S(=O)(c1ccc(Br)cc1)N1CCCN(Cc2cccc(F)c2)CC1 | -12 | . | -1 | -8 | 0.3 | 7 | 0 | 2 | -6 | -4
CCOC(=O)N1CCC(NC(=O)c2cc(C(=O)Nc3cccc(C(F)(F)F)c3)ccc2CO)CC1 | 2 | -20 | -3 | -6 | 1.1 | 24 | 0 | 7 | -17 | -3
COc1ccc(C(=O)NNS(=O)(=O)c2ccc(C)cc2)cc1 | -10 | -1 | 2 | 7 | -2.9 | 2 | -4 | -30 | 5 | 0
Cc1ccc(/C(O)=C2/C(=O)C(=O)N(c3ccccn3)C2c2cccc([N+](=O)[O-])c2)cc1 (stereo not drawn) | 1 | -4 | -1 | 7 | -1.0 | -9 | . | 5 | 4 | 3
CC(NCC(c1ccco1)N1CCCCC1)C(=O)NC1CCCC1 (stereo not drawn) | -7 | -1 | 3 | -13 | -1.7 | -17 | 1 | -10 | -1 | -4
C=CCC1(CC=C)CCCN1Cc1nc(COc2ccccc2)no1 | -4 | -1 | -5 | -2 | -8.7 | . | 2 | -6 | -3 | 0
Cc1nn(C)c(C)c1CNC(=O)Nc1ccc2c(c1)OCO2 | -6 | 5 | 0 | 45 | -3.0 | 4 | . | 12 | -2 | 0
COc1ccc2nc(CC(C)(C)CC(=O)O)c[n+]([O-])c2c1 | -11 | 15 | 3 | -4 | 1.2 | -15 | 0 | -8 | 1 | -1
COc1ccccc1C(=O)NNC(=O)C1CC=CCC1 (stereo not drawn) | -9 | 2 | 2 | 0 | -0.7 | -15 | 4 | -7 | -4 | -1
CCC(C)[C@H]1CNCCN1CCC12CC3CC(CC(C3)C1)C2 (stereo partly drawn) | 7 | -1 | 5 | 2 | -1.0 | 0 | . | -13 | -10 | 1
COc1cc(/C=N/S(=O)(=O)CCc2ccccc2)cc(OC)c1O | 3 | -1 | 1 | -1 | -0.3 | -43 | 4 | 2 | 2 | 1
CSCC(=O)NC1CCCc2c1cnn2-c1cc(F)cc(F)c1 (stereo not drawn) | -4 | 12 | 0 | 7 | 0.9 | 1 | 2 | 1 | 2 | -1
CC(C)(C)n1nc2c(c1NC(=O)c1cccc(Cl)c1)CS(=O)(=O)C2 | 10 | 0 | -1 | 3 | 0.0 | -21 | -2 | 11 | -1 | -1
CCCC(=O)Nc1c(-c2ccc(C)cc2)c(=O)c2ccccc2n1C | -15 | -1 | 0 | 15 | -2.0 | -10 | 1 | 1 | -1 | -1
O=C(O)c1ccc(-n2c(/C=C/c3cccc([N+](=O)[O-])c3)nc3ccccc3c2=O)cc1 | 0 | -1 | -3 | -2 | 0.0 | 0 | 4 | 13 | 1 | 1
Cc1ccccc1Nc1nc(N)nc(COC(=O)CCS(=O)(=O)c2ccc(Cl)cc2)n1 | 6 | 0 | 5 | -2 | 1.7 | -9 | 0 | 14 | -14 | 9
Cc1ccc2c(c1)/C(=N/O)CCS2 | -10 | -3 | -1 | 6 | 0.5 | -25 | 10 | -4 | 6 | -1
COc1cc(C2C(C#N)=C(C)NC(C)=C2C#N)cc(OC)c1OC | 0 | -2 | -4 | -7 | -0.3 | -25 | 0 | 12 | -6 | -7
COc1ccccc1N(Cc1cc(=O)[nH]c2ccccc12)C(=O)c1ccc([N+](=O)[O-])cc1 | -2 | 0 | -3 | -11 | -0.2 | -20 | 0 | 8 | -8 | -5
Cc1ccc(NC(=O)CN2C(=O)CCSc3ccc(S(=O)(=O)N4CCCC4)cc32)cc1C | -14 | -2 | -2 | -5 | 1.2 | -1 | 4 | 14 | -21 | 1
O=C(CN1C(=O)NC2(CCCCCCC2)C1=O)Nc1cccc(Br)c1 | -3 | -6 | -1 | . | 0.1 | -17 | 3 | 3 | -5 | 1

Screening results (PubChem BioAssay)
